USP1-UAF1 inh = inhibitors of human USP1/UAF1 deubiquitinase | O94782 | recombinant USP1/UAF1, Ub-Rhodamine cleavage fluorescence | Potency, µM (top dose mostly 57.1 µM), for the others: at the top dose activity change, negative = inhibition, hits mostly inhibitors | actives 0.23% (n = 390,000); also: potency is read from the fitted curve at half-maximal effect; % is scaled to controls: 0 for no effect and ±100 for the full control effect; nearly all actives have a fitted effect of over 60% in size; inactives centre near -12
Target sequence (O94782 whole entry, looked up): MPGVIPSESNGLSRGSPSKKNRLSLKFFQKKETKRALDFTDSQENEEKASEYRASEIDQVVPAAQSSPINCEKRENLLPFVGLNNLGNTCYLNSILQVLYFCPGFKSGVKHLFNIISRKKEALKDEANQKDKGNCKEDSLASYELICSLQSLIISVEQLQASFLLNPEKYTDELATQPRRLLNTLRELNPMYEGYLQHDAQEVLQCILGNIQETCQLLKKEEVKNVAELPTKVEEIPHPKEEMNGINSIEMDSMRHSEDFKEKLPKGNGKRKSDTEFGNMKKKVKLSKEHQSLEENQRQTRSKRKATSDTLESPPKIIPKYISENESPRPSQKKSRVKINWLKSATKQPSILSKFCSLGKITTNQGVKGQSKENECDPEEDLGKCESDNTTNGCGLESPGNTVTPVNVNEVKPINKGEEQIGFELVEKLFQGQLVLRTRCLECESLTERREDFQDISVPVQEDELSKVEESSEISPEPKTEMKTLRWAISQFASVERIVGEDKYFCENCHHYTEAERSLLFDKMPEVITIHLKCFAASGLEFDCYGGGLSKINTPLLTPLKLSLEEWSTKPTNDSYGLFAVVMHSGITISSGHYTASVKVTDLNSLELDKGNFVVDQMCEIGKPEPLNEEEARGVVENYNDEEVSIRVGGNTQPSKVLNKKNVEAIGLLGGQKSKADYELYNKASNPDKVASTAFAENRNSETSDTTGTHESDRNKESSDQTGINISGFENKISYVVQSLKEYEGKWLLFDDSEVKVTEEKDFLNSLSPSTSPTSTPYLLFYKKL
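USP1/UAF1 complex at 1 nM was preincubated with compound for 15 min at room temperature, then Ub-Rho substrate (150nM final) was added. Fluorescence (480/540 nm) was read kinetically, 6 reads every 60 seconds.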
Pin1 inh = human Pin1 inhibition; AID 504891; Pin1 FP peptide displacement, HiFluor488, 10 min; Q13526; actives 0.009% (n = 390,000); Potency, µM (titrated, usually from 115 µM), inactives show at the highest dose activity, negative = inhibition, actives largely listed as inhibitors; active = well fitted inhibition curve with a large enough effect in the polarisation, with a control signal flat, not every such curve was filed as active; inconclusive = small, poorly fitted or top-dose-only effect, or effect the other way, or a change in a side signal; inactive = no such curve, though single readings can be large or run the other way; the % refers to the polarisation; also: potency is read from the fitted curve at half-maximal effect; % is scaled to controls: 0 for no effect and ±100 for the full control effect
Target sequence (Q13526 whole entry, looked up): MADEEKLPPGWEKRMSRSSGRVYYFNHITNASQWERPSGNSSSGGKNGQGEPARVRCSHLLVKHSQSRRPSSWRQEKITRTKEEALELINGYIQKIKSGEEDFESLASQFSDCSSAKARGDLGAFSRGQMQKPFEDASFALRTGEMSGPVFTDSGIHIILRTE
Tb PGK inh = inhibitors of T. brucei phosphoglycerate kinase | P07378 | PGK/GAPDH coupled, Kinase-Glo luminescence, 60 min | Potency, µM (doses to about 57.5 µM), without a hit: at the highest dose activity change, negative = inhibition, usual class: inhibitors | actives 0.043% (n = 380,000) | AID 602233; also: potency is read from the fitted curve at half-maximal effect; % is scaled to controls: 0 for no effect and ±100 for the full control effect; nearly all actives have a fitted effect of over 60% in size
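Recombinant glycosomal PGK reaction used 1,3-bisphosphoglycerate generated in-well by GAPDH (100nM final) in 100mM TEA pH 7.6, 5mM MgCl2, 0.01% Tween-20. After 60 minutes at room temperature, ATP was read by Kinase-Glo Plus luminescence end-point.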
mIDH1 inhibitor = human IDH1 R132H inhibition; O75874; IDH1-R132H enzyme, NADPH consumption, diaphorase/resazurin fluorescence; Potency, µM (doses to about 76.6 µM), inactives show at the top dose activity change, negative = inhibition, hits mostly inhibitors; actives 0.093% (n = 390,000); also: potency is read from the fitted curve at half-maximal effect; % is scaled to controls: 0 for no effect and ±100 for the full control effect; nearly all actives have a fitted effect of over 65% in size
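IDH1-R132H (0.5 ug/mL dispensed) in pH 7.5 Tris buffer was preincubated 30 min with compound, then given a substrate mix of 0.016 mM NADPH and 2 mM alpha-KG for 80 min at room temperature; remaining NADPH was read by diaphorase/resazurin fluorescence.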
PI4K2A block = inhibitors of human PI4K2A. Q9BTU6. purified PI4K2A, ADP-Glo luminescence, 1 h; active compounds read low. activity change, negative = inhibition, % at 76.9 µM. actives 0.13% (n = 420,000). AID 1346378; in the data active = activity change below about -50%; inconclusive = mostly about -30% to -49%;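 also: -100% = wells without enzyme as full effect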
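ADP-Glo luminescence measured ADP generated by PI4K2A enzyme (4 ug/mL before mixing) with 1.2 mM PI substrate (pre-mix) and 300 microM ATP (pre-mix). Tris pH7.5 buffer with MgCl2, Triton X-100; 1 h reaction at ambient temperature.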
GLS inh = glutaminase GLS (human) inhibition. actives 0.21% (n = 410,000). O94925. Potency, µM (top dose mostly 45.5 µM), inactives show at the highest dose activity change, negative = inhibition, most hits filed as inhibitors. GLS enzymatic activity, qHTS titration; also: potency is read from the fitted curve at half-maximal effect; % is scaled to controls: 0 for no effect and ±100 for the full control effect
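Enzyme dispensed in phosphate buffer (45 mM, pH 8.2, 0.02% Tween-20), compounds pinned in, then 1 mM L-glutamine solution and the glutamate oxidase–HRP–Amplex Red mix added; fluorescence read immediately and again after 30 min at room temperature.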
rTrxR1 inhibitor = inhibitors of rat thioredoxin reductase 1; recombinant rTrxR1, NADPH fluorescence consumption, selenite substrate; Potency, µM (titrated, usually from 114 µM), without a hit: top-dose activity change, negative = inhibition, actives largely listed as inhibitors; O89049; actives 1% (n = 390,000); also: potency is read from the fitted curve at half-maximal effect; % is scaled to controls: 0 for no effect and ±100 for the full control effect; nearly all actives have a fitted effect of over 65% in size
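Rat TrxR1 (90 nM in the dispensed reagent) was pre-reduced with 400 uM NADPH for 5 min at room temperature, then incubated with compound for 15 min. After 400 uM selenite was added, NADPH fluorescence (Ex 340/Em 450 nm) was followed for 8 min.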
TrxR1 substrate = substrates of rat thioredoxin reductase 1 | purified TrxR1 substrate turnover, NADPH consumption readout | Potency, µM (doses to about 114 µM), for inactives: top-dose activity change, negative = substrate turnover | actives 0.01% (n = 390,000); also: potency is read from the fitted curve at half-maximal effect; % is scaled to controls: 0 for no effect and ±100 for the full control effect; nearly all actives have a fitted effect of over 50% in size
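Rat TrxR1, dispensed at 90 nM, was prereduced with 400 uM NADPH (final) for 5 min at ~22 deg C, then incubated with compound 15 min before 400 uM selenite. A first-read NADPH fluorescence drop versus no-compound background flagged substrates.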
HP1b chromo inh = blocks HP1-beta chromodomain binding to methylated histone tails; P83916; AlphaScreen HP1-beta / biotin-H3K9me3 peptide binding; Potency, µM (top dose mostly 114 µM), for the others: at the top dose activity change, negative = inhibition, hits mostly inhibitors; actives 0.56% (n = 390,000); also: potency is read from the fitted curve at half-maximal effect; nearly all actives have a fitted effect of over 70% in size; inactives centre near 23
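AlphaScreen: HP1-beta (50 nM) preformed 30 min with biotin-H3(1-18)K9me3 peptide (50 nM) in PBS pH 7.4, 0.01% Tween-20. Compound added for 30 min at RT, then streptavidin donor/nickel chelate acceptor beads (10 ug/mL) for 30 min.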
Starred values were filed as active, the others as inactive; [ ] = dose if it differs, or a comment. Unless noted, calls follow the shape of the dose curve; as a rule, active = well fitted curve in the direction sought with a large enough effect; inconclusive = small, poorly fitted or top-dose-only effect, or another doubt; inactive = no such curve, though single readings can be large; an effect the other way counts as inactive or inconclusive.

`CCCCNC(=O)c1cc(-c2ccc(OC)c(OC)c2)on1` gave USP1-UAF1 inh -2%, Pin1 inh 2%, Tb PGK inh 4%, mIDH1 inhibitor 2%, PI4K2A block 0, GLS inh 10%, rTrxR1 inhibitor -9%[57.1 µM], TrxR1 substrate -5%[57.1 µM] and HP1b chromo inh 33%.
`CCCc1cc(=O)oc2c(C)c(OCc3nn[nH]n3)ccc12` gave USP1-UAF1 inh -17%, Pin1 inh inconclusive, Tb PGK inh -3%, mIDH1 inhibitor -7%, PI4K2A block 4, GLS inh 17%, rTrxR1 inhibitor 6%, TrxR1 substrate 83%[activator] and HP1b chromo inh 48%[activator].
O=C(COC(=O)CNS(=O)(=O)c1cccc(F)c1)NCCc1ccccc1 was read as USP1-UAF1 inh -12%, Pin1 inh -8%, Tb PGK inh -3%, mIDH1 inhibitor -4%, PI4K2A block 2, GLS inh -1%, rTrxR1 inhibitor 10%[57.1 µM], TrxR1 substrate 5%[57.1 µM] and HP1b chromo inh 47%[activator].
CCOC(=O)CN1C(=O)S/C(=C/c2ccc(C)o2)C1=O was read as USP1-UAF1 inh -10%, Pin1 inh 32%[activator], Tb PGK inh 3%, mIDH1 inhibitor 3%, PI4K2A block 0, GLS inh 4%, rTrxR1 inhibitor inconclusive, TrxR1 substrate -4%[57.1 µM] and HP1b chromo inh 1%.
`Cc1nn(CC(=O)O)c(=O)c2cc3cc(F)ccc3n12` gave USP1-UAF1 inh -9%, Pin1 inh -7%, Tb PGK inh -8%, mIDH1 inhibitor 4%, PI4K2A block 1, GLS inh 2%, rTrxR1 inhibitor 18%, TrxR1 substrate 32%[activator] and HP1b chromo inh 71%[activator].
CCN(CC)C(=O)Oc1ccc2c(=O)c(-c3ccc(OC)cc3)coc2c1 was read as USP1-UAF1 inh 2%, Pin1 inh 1%, Tb PGK inh 6%[11.5 µM], mIDH1 inhibitor 5%, PI4K2A block -2, GLS inh 0%, rTrxR1 inhibitor -7%, TrxR1 substrate 0% and HP1b chromo inh 25%.
For Cc1ccc(-c2nc(C(=O)NCCCN3CCOCC3)cc3c2[nH]c2ccccc23)cc1 the results were USP1-UAF1 inh -9%, Pin1 inh 13%, Tb PGK inh inactive, mIDH1 inhibitor -4%, PI4K2A block -8, GLS inh 9%, rTrxR1 inhibitor -6%, TrxR1 substrate 18% and HP1b chromo inh -8%.
Screening O=C(NCCc1ccccc1)c1cccc2c1C(=O)c1ccc(N3CCOCC3)cc1S2(=O)=O returned USP1-UAF1 inh 4%, Pin1 inh inconclusive, Tb PGK inh 2%, mIDH1 inhibitor -10%, PI4K2A block 0, GLS inh 5%, rTrxR1 inhibitor 8%[57.1 µM], TrxR1 substrate -8% and HP1b chromo inh 27%.
Screening O=C(Nc1cccc(C(F)(F)F)c1)C(Sc1n[nH]c(=O)[nH]c1=O)c1ccccc1 (centres undefined) returned USP1-UAF1 inh inconclusive, Pin1 inh 1%, Tb PGK inh 10%, mIDH1 inhibitor 4%, PI4K2A block -3, GLS inh 1%, rTrxR1 inhibitor 10%, TrxR1 substrate 0% and HP1b chromo inh 29%.
COc1cccc(C(c2c(N)n(C)c(=O)n(C)c2=O)C(C)[N+](=O)[O-])c1 (centres undefined) was read as USP1-UAF1 inh -7%, Pin1 inh -1%, Tb PGK inh -1%, mIDH1 inhibitor 0%, PI4K2A block 5, GLS inh -2%, rTrxR1 inhibitor -13%, TrxR1 substrate 2% and HP1b chromo inh 17%.
Cn1nnnc1SCC1=C(C(=O)O)N2C(=O)C(NC(=O)Cn3nc(C(F)F)cc3C3CC3)C2SC1 (centres undefined) was read as USP1-UAF1 inh -16%, Pin1 inh inconclusive, Tb PGK inh -27%, mIDH1 inhibitor 2%, PI4K2A block -8, GLS inh -1%, rTrxR1 inhibitor -28%, TrxR1 substrate 2% and HP1b chromo inh 25%.
Screening COCCNc1c2c(nc3ccccc13)CCC2 returned USP1-UAF1 inh -3%, Pin1 inh 1%, Tb PGK inh -5%, mIDH1 inhibitor 18%, PI4K2A block -10, GLS inh -3%, rTrxR1 inhibitor -3%, TrxR1 substrate -3% and HP1b chromo inh 9%.
FC(F)(F)c1cccc(NC(=S)NC(c2ccccc2)c2ccccc2)c1 was read as USP1-UAF1 inh -12%, Pin1 inh 0%, Tb PGK inh -1%, mIDH1 inhibitor 2%, PI4K2A block 17, GLS inh -2%, rTrxR1 inhibitor 12%[57.1 µM], TrxR1 substrate 2%[57.1 µM] and HP1b chromo inh 70%[activator].
`O=C(NCc1ccccc1)C(=O)c1cn(CC(=O)N2CCOCC2)c2ccccc12` gave USP1-UAF1 inh 0%, Pin1 inh -1%, Tb PGK inh -2%, mIDH1 inhibitor 4%, PI4K2A block 0, GLS inh 9%, rTrxR1 inhibitor 17%, TrxR1 substrate -9% and HP1b chromo inh 29%.
Cc1onc(-c2ccccc2Cl)c1NC(=O)NCc1cccs1 was read as USP1-UAF1 inh -17%, Pin1 inh -3%, Tb PGK inh -9%, mIDH1 inhibitor 3%, PI4K2A block 1, GLS inh -6%, rTrxR1 inhibitor 19%[57.1 µM], TrxR1 substrate 3% and HP1b chromo inh 32%.
Screening CCn1cc(C=O)c2cc(S(=O)(=O)N3CCOCC3)ccc21 returned USP1-UAF1 inh 3%, Pin1 inh 3%, Tb PGK inh -2%, mIDH1 inhibitor 4%, PI4K2A block 0, GLS inh 0%, rTrxR1 inhibitor -17%, TrxR1 substrate -15% and HP1b chromo inh 11%.
For Cc1ccc2nc(/C=C/c3cccc(F)c3)ccc2c1 the results were USP1-UAF1 inh -24%, Pin1 inh 8%, Tb PGK inh 2%, mIDH1 inhibitor 6%, PI4K2A block -5, GLS inh 0%, rTrxR1 inhibitor -13%, TrxR1 substrate -6% and HP1b chromo inh 88%[activator].
COc1cc(NC(=O)c2ccc(N3CCCC3=O)cc2)cc(OC)c1 was read as USP1-UAF1 inh 1%, Pin1 inh 6%, Tb PGK inh -6%, mIDH1 inhibitor 0%, PI4K2A block -2, GLS inh 4%, rTrxR1 inhibitor -11%[11.4 µM], TrxR1 substrate -3%[11.4 µM] and HP1b chromo inh 19%.
Screening CC1CCCN(C(=O)CCNS(=O)(=O)c2ccc3c(c2)c(=O)n(C)c(=O)n3C)C1 (centres undefined) returned USP1-UAF1 inh -5%, Pin1 inh -5%, Tb PGK inh 5%, mIDH1 inhibitor -6%, PI4K2A block 2, GLS inh 0%, rTrxR1 inhibitor 29%, TrxR1 substrate 3% and HP1b chromo inh 24%.
Screening COC(=O)C1=C(C)NC2=C(C(=O)CCC2)C1c1coc2ccccc2c1=O (centres undefined) returned USP1-UAF1 inh -14%, Pin1 inh 0%, Tb PGK inh 1%, mIDH1 inhibitor 1%, PI4K2A block -13, GLS inh -4%, rTrxR1 inhibitor -4%, TrxR1 substrate 1% and HP1b chromo inh 34%.
For Cc1ccc(C(C)C)c(OCC(=O)Nc2cc(-c3nc4ccccc4[nH]3)ccc2C)c1 the results were USP1-UAF1 inh -2%, Pin1 inh 2%, PI4K2A block 3, GLS inh -9%, rTrxR1 inhibitor 5%, TrxR1 substrate 7% and HP1b chromo inh 19%.

Reprinted at random: four records from the list, in no set order.
Cc1onc(-c2ccccc2Cl)c1NC(=O)NCc1cccs1 was read as USP1-UAF1 inh -17%, Pin1 inh -3%, Tb PGK inh -9%, mIDH1 inhibitor 3%, PI4K2A block 1, GLS inh -6%, rTrxR1 inhibitor 19%[57.1 µM], TrxR1 substrate 3% and HP1b chromo inh 32%.
Screening CCn1cc(C=O)c2cc(S(=O)(=O)N3CCOCC3)ccc21 returned USP1-UAF1 inh 3%, Pin1 inh 3%, Tb PGK inh -2%, mIDH1 inhibitor 4%, PI4K2A block 0, GLS inh 0%, rTrxR1 inhibitor -17%, TrxR1 substrate -15% and HP1b chromo inh 11%.
COc1cc(NC(=O)c2ccc(N3CCCC3=O)cc2)cc(OC)c1 was read as USP1-UAF1 inh 1%, Pin1 inh 6%, Tb PGK inh -6%, mIDH1 inhibitor 0%, PI4K2A block -2, GLS inh 4%, rTrxR1 inhibitor -11%[11.4 µM], TrxR1 substrate -3%[11.4 µM] and HP1b chromo inh 19%.
COc1cccc(C(c2c(N)n(C)c(=O)n(C)c2=O)C(C)[N+](=O)[O-])c1 (centres undefined) was read as USP1-UAF1 inh -7%, Pin1 inh -1%, Tb PGK inh -1%, mIDH1 inhibitor 0%, PI4K2A block 5, GLS inh -2%, rTrxR1 inhibitor -13%, TrxR1 substrate 2% and HP1b chromo inh 17%.

Screening data as filed in PubChem BioAssay.

These rows are one share of the data, so the mix of outcomes need not match the whole.
